Bioassay records as filed in PubChem BioAssay.
PglD inh: inhibitors of Campylobacter jejuni PglD acetyltransferase | purified PglD enzyme, DTNB colorimetric CoA detection | inhibition, % at 12.5 µM | 360,000 tested, 0.098% active | AID 602405; in the data active = inhibition above about 16%, passing the limit was not always enough; also: strong numbers were not always called active
Statin myotox sup: protects C2C12 myotubes from simvastatin toxicity; ATP luminescence, 48 h; scaled: DMSO 0, geranylgeraniol control 100; 330,000 tested, 0.78% active; rescue of ATP level, % at 7.49 µM;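 active = mean ATP rescue above about 67%, or every replicate alone reaching that limit, limit read from the data, passing the limit was not always enough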;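 also: myotubes were challenged with 10 µM simvastatin during compound exposure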
An asterisk follows results filed as active.

#	SMILES	PglD inh	Statin myotox sup
1	COc1ccc(-c2noc(Cc3cccs3)n2)cc1	0.7	92.8*
2	Cc1cccc(CS(=O)(=O)c2ncc(Cl)c(C(=O)Nc3nnc(C(C)C)s3)n2)c1	1.4	-101.3
3	COc1nc2ccc(C)cc2cc1-c1noc(-c2cccnc2)n1	-4.7	-23.5
4	Cn1cccc1C(=O)NC(=O)COC(=O)c1ccc(O)cc1	6.6	18.9
5	COC(=O)CCCC(=O)Nc1c(F)c(F)c(F)c(F)c1F	2.7	8.5
6	COc1ccc(CNC(=O)CN(Cc2ccccc2)S(=O)(=O)c2ccc(Cl)cc2)cc1	2.3	4.4
7	C=CCNc1nc2c(c(=O)n(C)c(=O)n2C)n1CCCCCC	1.4	-16.9
8	COc1cc(C(=O)OC(C)CN2CCCC2)cc(OC)c1OC (stereo unspecified)	-7.1	-1.0
9	Cc1cc(C)n2nc(SCC(=O)N(C)c3ccccc3)nc2n1	-0.9	17.5
10	O=C(c1ccc2c(c1)C(=O)N(c1ccc(Cl)cc1)C2=O)N1CCN(c2ccccn2)CC1	-0.7	135.2*
11	O=C(NCC(=O)N(c1ccccc1)C(C(=O)NC1CCCC1)c1cccnc1)c1cccs1 (stereo unspecified)	-4.6	1.1
12	C=CCn1cnc2c(c1=O)c1nc3ccccc3nc1n2/N=C/c1cccc(OC)c1	4.8	2.8
13	O=C(c1ccc(Cl)cc1)N1CCN(C(=O)c2ccco2)CC1	-0.4	7.4
14	CC1(C)CC(=O)C=C(Nc2ccccc2O)C1	-4.0	0.9
15	Cc1cc(C)c2c(N)c3ccccc3nc2n1	0.3	50.6
16	CCC(=O)Nc1ccc2oc(-c3cccc(C)c3)nc2c1	2.3	-43.4
17	CCC(NC(=O)c1cc(COc2c(F)cccc2F)on1)c1ccncc1 (stereo unspecified)	4.2	-8.6
18	COc1cc(C2C(C#N)=C(N)N(c3cccnc3)C3=C2C(=O)CC(C)(C)C3)ccc1O (stereo unspecified)	-0.5	9.1
19	CN(C)c1nc(N)nc(/C(C#N)=C/C2CC3C=CC2C3)n1 (stereo unspecified)	-1.8	-2.5
20	CSC1=N/C(=C\c2ccc(F)cc2)C(=O)S1	-17.7	10.6
21	CCN(CC)C(=O)c1n[nH]c(=O)c2ccccc12	-0.8	1.3
22	O=C(/C=C/c1ccc(S(=O)(=O)NCc2ccco2)cc1)NCc1cccc(Cl)c1	4.1	6.4
23	Cn1c2ccccc2c2nn(-c3ccccc3)c(=O)cc21	3.1	4.1
24	COc1ccc(N2CCN(C(=O)Cc3ccc(-n4c(=O)[nH]c5ccccc5c4=O)cc3)CC2)cc1	-0.3	1.9
25	Cc1ccc(C)c(NC(=O)CSc2nnc([C@@H](N)Cc3ccccc3)o2)c1	1.9	0.4
26	O=C(NCCN1CCOCC1)c1c(F)c(F)c(F)c(F)c1F	-2.3	-4.8
27	Cc1cc(NC(c2cccnc2)c2c(C)[nH]c3ccccc23)no1 (stereo unspecified)	-1.3	23.4
28	Cc1nc(NC(C)C)c2cnn(CCc3ccccc3)c2n1	-0.2	-13.2
29	Cc1ccc(C)c(NC(=O)C2CC(=O)N(C(C)C)C2)c1 (stereo unspecified)	6.0	-0.5
30	CCCCCCNc1c(C(=O)OCC)c(=O)[nH]c2ccccc12	2.5	3.8
31	CCc1ccccc1NC(=O)C1C(c2ccccc2)C1(Cl)Cl (stereo unspecified)	3.2	52.6
32	CCn1c(CC(=O)Nc2cccc(OC)c2)nnc1SCC(=O)N1CCN(c2ccccc2)CC1	5.5	-0.1
33	Cc1ccc2cc(CN(CC(C)C)S(=O)(=O)c3ccccc3)c(=O)[nH]c2c1	-0.2	26.3
34	Cc1nc(N2CCN(c3ccccc3)CC2)nc2c1C(=O)CC(c1ccccc1)C2 (stereo unspecified)	-8.8	9.8
35	Cc1c(Cl)c([N+](=O)[O-])nn1CC(=O)NC1CCCCC1	-1.2	-4.6
36	CC(=NCCCNC1CCCCC1)C1=C(O)CC(C)(C)CC1=O	-1.9	-1.9
37	Cc1cccc(S(=O)(=O)C(C#N)c2nc3ccccc3nc2N2CC(C)OC(C)C2)c1 (stereo unspecified)	0.6	30.0
38	Cc1nc2nc(C)n(-c3ccccc3)c2s1	2.0	-2.3
39	O=C(Nc1sc2c(c1-c1nc3ccccc3[nH]1)CCCC2)C1CCCC1	-1.8	-4.3
40	COC(=O)C(C)Sc1ncnc2c1nnn2-c1ccc(F)cc1 (stereo unspecified)	1.4	14.6
41	O=C1CC(c2ccccc2)CC(O)=C1C=NCc1ccc(Cl)c(Cl)c1 (stereo unspecified)	-2.2	-6.3
42	O=C(CSc1nnc(-c2ccccn2)n1Cc1ccco1)Nc1ccc2c(c1)OCO2	0.7	1.9
43	CCOc1ccc(C2=CC(c3ccccc3)n3ncnc3N2)cc1 (stereo unspecified)	-0.9	-6.5
44	C[C@@H]1CC(=O)[C@H]2CC(CO)=CCC[C@@H]2[C@@]1(C)CC/C(=C/CO)CO	-7.1	5.2
45	CCOC(=O)CN1C(=O)C(O)(CC(=O)c2cccc(OC)c2)c2ccccc21 (stereo unspecified)	-0.3	-3.4
46	COc1ccc(-c2csc(N(CCCN3CCOCC3)C(=O)c3ccco3)n2)cc1	6.8	-4.7
47	CCSCc1nnc(SCC(=O)Nc2cccc(SC)c2)n1C	-6.6	29.0
48	COc1cccc(NC(=O)Cn2cnc3sc(C)c(S(=O)(=O)N4CCCCC4)c3c2=O)c1	1.1	-0.2
49	Cc1ccc(C(=O)CC(C(=O)O)n2cccn2)cc1 (stereo unspecified)	-0.7	5.2
50	COC(=O)c1[nH]c2ccc(C)cc2c1NS(=O)(=O)c1ccc(F)cc1	0.0	-3.9
51	Cn1c(=O)c2c(nc(Oc3ccc4c(c3)OCO4)n2Cc2ccc(Cl)cc2)n(C)c1=O	-0.6	0.7
52	CCCCCOC(=O)c1ccc(NC(=O)c2ccco2)cc1	-4.1	0.3
53	Cc1cc(C)c(NC(=O)CSc2nnc(-c3ccncc3)n2Cc2ccco2)c(C)c1	0.8	14.5
54	Cc1cc(C)c(NC(=O)CS(=O)CC(=O)N2CCN(c3ccc(F)cc3)CC2)c(C)c1 (stereo unspecified)	4.4	-2.8
55	CCCc1nnc(NC(=O)c2ccc(N3C(=O)C4C5C=CC(C5)C4C3=O)cc2)s1 (stereo unspecified)	-0.5	6.8
56	Cc1sc2ncn(CCn3cnc4sc(C)c(C)c4c3=O)c(=O)c2c1C	-1.3	7.4
57	C=C(C)C(=O)OCCCCCCOc1ccc(C(=O)O)cc1	3.5	97.0*
58	Brc1cc2c(cc1/C=N/Nc1nc3ccccc3s1)OCO2	-1.1	-24.6
59	COc1cccc(CSc2nc3ccccc3cc2C=O)c1	-2.3	31.4
60	Cc1ccccc1OCC(=O)N/N=C/c1ccc(Sc2nc3ccccc3s2)o1	-3.4	2.5

Compounds 57–60 from above:
#	SMILES	PglD inh	Statin myotox sup
57	C=C(C)C(=O)OCCCCCCOc1ccc(C(=O)O)cc1	3.5	97.0*
58	Brc1cc2c(cc1/C=N/Nc1nc3ccccc3s1)OCO2	-1.1	-24.6
59	COc1cccc(CSc2nc3ccccc3cc2C=O)c1	-2.3	31.4
60	Cc1ccccc1OCC(=O)N/N=C/c1ccc(Sc2nc3ccccc3s2)o1	-3.4	2.5

The list continues.
#	SMILES	PglD inh	Statin myotox sup
61	CCC(C)(C)NC(=O)C(c1ccc(C)cc1)N(Cc1cccnc1)C(=O)c1csnn1 (stereo unspecified)	7.8	2.3
62	O=C(CN1CCCc2ccccc21)NC(=O)NCc1ccco1	-1.3	8.7
63	COc1ccc(NC(=O)c2cc(-c3ccccc3OC)on2)cc1	-3.4	-14.5
64	Cc1cc(C)cc(NC(=O)C2CCCC2)c1	-2.3	-0.2
65	O=C(CN1C(=O)c2ccccc2S1(=O)=O)c1ccc(OC(F)F)cc1	-3.2	10.3
66	COc1ccccc1NC(=O)CCN1CCCCCC1	2.5	-4.8
67	Cc1sc2nc(C3CC3)nc(SCC(=O)N3CCc4ccccc4C3)c2c1C	4.4	0.7
68	COC(=O)c1ccc(C2C(C(=O)OCC(C)C)=C(C)N=C3SCCC(=O)N32)cc1 (stereo unspecified)	2.6	6.4
69	CCOC(=O)CSc1nnc(CNC(=O)c2ccc(OC)cc2OC)n1-c1ccc(OC)cc1	-4.7	-8.1
70	Cc1ccc(S(=O)(=O)N2CCCN(S(=O)(=O)c3ccc(C)cc3)CC2)cc1	2.2	-1.9
71	COc1cc(/C=C/C(=O)N2CCN(C(=O)/C=C/c3cc(OC)c(OC)c(OC)c3)CC2)cc(OC)c1OC	1.0	-4.3
72	COc1ccc2ccccc2c1/C=N\n1c(C)cc(C)c(C(N)=O)c1=O	4.6	-11.2
73	CC(C)(C)c1ccc(OCCCC(=O)NC2=NCCS2)cc1	6.1	-37.7
74	CSc1ccccc1-c1nnc(-c2ccccc2)o1	1.1	-4.1
75	COc1ccccc1C(=O)N1CC2(C)CC1CC(C)(C)C2 (stereo unspecified)	2.8	6.0

Ordered by formula weight (highest first): part of the list above.
#	SMILES	PglD inh	Statin myotox sup
65	O=C(CN1C(=O)c2ccccc2S1(=O)=O)c1ccc(OC(F)F)cc1	-3.2	10.3
72	COc1ccc2ccccc2c1/C=N\n1c(C)cc(C)c(C(N)=O)c1=O	4.6	-11.2
66	COc1ccccc1NC(=O)CCN1CCCCCC1	2.5	-4.8
74	CSc1ccccc1-c1nnc(-c2ccccc2)o1	1.1	-4.1

Continuation.
#	SMILES	PglD inh	Statin myotox sup
76	Cc1ccc(NC(=O)c2cnccn2)c(OC(F)F)c1	-2.9	-3.7
77	CCn1c(=O)c2c(cnn2C)c2ccccc21	-0.2	9.9
78	CC(C)NC(=O)Cn1c(SCC(=O)N2CCCc3ccccc32)nc2ccccc21	-2.0	-8.8
79	CCS(=O)(=O)N1CCCC(C(=O)NCCN(C)Cc2ccccc2)C1 (stereo unspecified)	-1.8	11.4
80	Cc1cc(C)nc(N2CCCC(C(=O)NCCc3ccc(F)cc3)C2)n1 (stereo unspecified)	-1.9	27.2
81	c1ccc(-c2nc(NCc3ccco3)c3oc4ccccc4c3n2)cc1	-0.4	4.4
82	CCCP(=O)(CC(=O)N(CC)CC)c1ccccc1 (stereo unspecified)	2.8	-0.4
83	C=C1CCC2C(C)(C)[C@H](O)CC[C@@]2(C)[C@@H]1COc1cc(=O)oc2ccccc12 (stereo partly specified)	-1.1	-1.4
84	O=[N+]([O-])c1ccc(-c2ccc(C=Nc3cccc4ccccc34)o2)cc1	-5.9	25.6
85	O=C(NCC(c1cccnc1)N1CCN(c2ccc(F)cc2)CC1)c1ccc2c(c1)OCO2 (stereo unspecified)	-5.0	120.5*
86	O=C(c1ccco1)N1CCn2c1nc1ccccc12	-8.0	-5.2
87	CCOC(=O)c1ccc(S(=O)(=O)N2CCN(CC(=O)NC(=O)NC3CCCCC3)CC2)cc1	-11.2	-6.4
88	CCSc1nc(C)cc(C)c1S(=O)(=O)c1ccccc1C	5.3	21.6
89	Cn1nc(C(=O)NCc2cccnc2)c2ccccc2c1=O	-2.1	-5.1
90	CCC(=O)Nc1cc(C(=O)OCC(=O)c2ccc(Cl)cc2Cl)ccc1C	-1.3	-5.8
91	COc1ccc(C2NC(C(=O)O)Cc3c2[nH]c2ccccc32)cc1OC (stereo unspecified)	-6.2	115.7*
92	OC(COCc1ccccc1)CN1CCCC1 (stereo unspecified)	-4.5	-10.7
93	C=C1/C=C(\C)C(C)(O)CC(O)CC(=O)C(O)C(O)C(C)CC(C)OC(=O)/C(C)=C/CC/C=C/C(OC)C(O)CC(C)C1 (stereo unspecified)	-0.2	-8.8
94	COC(=O)CSc1nc(N)c(C#N)c(C(C)C)c1C#N	3.3	-4.4
95	C=CCn1c(SCCOc2ccc(OC)cc2)nnc1C(NC(=O)c1ccc(OC)cc1)C(C)C (stereo unspecified)	4.9	27.5
96	CCOC(=O)C(=O)Nc1nc(-c2ccccc2)c(CC)s1	-7.9	8.7
97	O=[N+]([O-])c1ccc(COc2ccc(-c3[nH]ncc3-c3ccc(Cl)cc3)c(O)c2)cc1	-2.8	1.9
98	CC(C)(C)c1cc2ncnc(N3CCCCC3)c2s1	-5.2	-12.3
99	COc1ccc2c(c1OC)C(=O)OC2Nc1nc(-c2cc3ccccc3oc2=O)cs1 (stereo unspecified)	-7.4	-11.9
100	Cc1cc(C)cc(N(CC(=O)NCC2CCCO2)C(=O)CCC(=O)Nc2cc(C)on2)c1 (stereo unspecified)	4.0	-2.0
101	O=C(O)c1ccc2c(c1)-c1nc3ccccc3n1C2=O	6.6	9.8
102	CC1CCc2sc(C(=O)NCc3ccc(F)cc3)cc2C1 (stereo unspecified)	1.6	36.7
103	CCCCP(=O)(CCCC)c1ccccc1C(=O)O	-4.6	5.7
104	COc1ccc(C(C(=O)NC(C)(C)C)N(CC2CCCO2)C(=O)CCC(=O)Nc2cc(C)on2)cc1 (stereo unspecified)	-3.0	4.2
105	Cc1cc(NC(=O)c2ccc3c(c2)C(=O)N(C2CCCCC2)C3=O)no1	-5.2	-33.3
106	O=C1N/C(=C\c2ccc(N3CCOCC3)c(F)c2)C(=O)N1Cc1ccccc1	10.2	-47.4
107	O=C(OCC#CCSc1nnc(-c2ccccc2)o1)c1cc2ccccc2o1	5.1	2.2

Some of the compounds tested; the hit share may differ from the screen's.
